# Scp-1 inhibitor: Scp-1 (human) phosphatase inhibition; inhibition, % at 20 µM; Q9GZU7; Recombinant Scp1, phosphopeptide, malachite green phosphate absorbance; 0.88% of 340,000 active;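 active = inhibition above about 50% at 20 µM, limit read from the data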;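 also: plate controls were DMSO wells with enzyme for no effect and wells lacking enzyme for full effect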
#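 Assay system: SCP-1 catalytic fragment, aa 76-261 | Buffer or medium: Tris acetate buffer pH 5.5 with MgCl2 and Tween-20 | Compound: One concentration, 20 µM, with 1.0% DMSO | Also added: Phospho 17-mer peptide substrate | Signal: Absorbance at 630 nm | Incubation: 45 min enzyme reaction at room temperature | Measure: % inhibition of SCP-1 phosphate liberation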
# NadD block: blocks S. aureus nicotinate mononucleotide adenylyltransferase; inhibition, % at 20 µM; purified NadD enzyme, colorimetric absorbance read-out; 0.78% of 360,000 active; in the data active = inhibition above about 26%; also: some compounds past the cut are filed as inactive
# DNMT1 inh: DNMT1 (human) enzyme inhibition; AID 588458; DNMT1 molecular beacon, Hinp1I cleavage, fluorescence; P26358; 0.83% of 360,000 active; inhibition (reported as % activation of signal), % at 10 µM; in the data active = inhibition above about 50%
# MLLE-PAM2 inh: inhibitors of microRNA-mediated deadenylation, human PABP1 MLLE binding. GST-MLLE / FITC-PAM2 fluorescence polarization. inhibition, % at 20 µM. 0.36% of 360,000 active. P11940; in the data active = inhibition above about 35%, passing the limit was not always enough;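 also: plate controls were DMSO wells with GST-MLLE for no effect and wells lacking GST-MLLE protein for full effect; some results filed as inactive read as strong as hits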
# SUMO1 PPI mod: alters human SUMO1 binding to SIM partners. P63165. SUMO1 binding to a labelled peptide, TR-FRET, 1 h. inhibition, % at 20 µM. 0.33% of 360,000 active. AID 602429; in the data active = inhibition above about 37%
# Target sequence (P63165 whole entry, looked up): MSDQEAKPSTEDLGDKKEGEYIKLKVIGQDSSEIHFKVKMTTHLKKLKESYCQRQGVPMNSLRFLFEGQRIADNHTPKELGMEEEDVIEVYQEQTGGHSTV
# CSN deneddyl inh: blocks human CSN-mediated cullin deneddylation; Q92905; Purified CSN, SCF-Nedd8-OG deneddylation, fluorescence polarization; inhibition, % at 12.5 µM; 0.38% of 360,000 active;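 active = pattern-corrected inhibition above about 35%, with an unprinted fluorescence ratio check between 0.5 and 1.5, limit read from the data, passing the limit was not always enough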;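 also: 0% = enzyme with substrate and 100% = substrate without enzyme; some results filed as inactive read as strong as hits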
#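 assay system = purified human Csn5 enzyme expressed in HEK293T cells | amount = 0.24 nM enzyme | buffer or medium = Tris/NaCl/DTT buffer, pH 7.5 | reagent = 10 nM SCFSkp2-Nedd8OG | compound = one concentration, 12.5 µM, 0.25% DMSO | times = 90 min reaction at room temperature | signal = FP | read-out basis = % inhibition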
# STEP block: STEP (human) phosphatase inhibition | AID 588621 | inhibition, % at 20 µM | recombinant STEP, OMFP fluorogenic substrate, fluorescence | P54829 | 0.25% of 360,000 active;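 active = inhibition at 20 µM, scaled per plate between control wells, above about 37%, limit read from the data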;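 also: 0% = DMSO with enzyme and substrate and 100% = substrate only without enzyme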
# Target sequence (P54829 whole entry, looked up): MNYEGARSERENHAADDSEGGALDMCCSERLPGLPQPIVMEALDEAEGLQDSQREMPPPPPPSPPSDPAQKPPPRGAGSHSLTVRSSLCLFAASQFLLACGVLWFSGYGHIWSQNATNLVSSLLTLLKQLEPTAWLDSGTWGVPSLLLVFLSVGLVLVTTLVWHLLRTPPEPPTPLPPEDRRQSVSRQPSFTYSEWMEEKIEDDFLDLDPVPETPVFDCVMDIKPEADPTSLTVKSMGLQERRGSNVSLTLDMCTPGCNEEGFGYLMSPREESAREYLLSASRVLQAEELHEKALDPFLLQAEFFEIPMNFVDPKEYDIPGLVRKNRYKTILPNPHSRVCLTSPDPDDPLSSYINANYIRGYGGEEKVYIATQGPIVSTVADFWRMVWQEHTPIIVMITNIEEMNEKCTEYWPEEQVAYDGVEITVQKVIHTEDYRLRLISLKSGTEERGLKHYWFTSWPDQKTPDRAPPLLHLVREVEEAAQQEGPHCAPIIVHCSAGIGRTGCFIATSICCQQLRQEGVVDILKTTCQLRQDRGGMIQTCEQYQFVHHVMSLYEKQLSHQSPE
#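 Test system: STEP tyrosine phosphatase / Reagent: OMFP at 25 µM / Doses: 20 µM, 1% DMSO / Read-out: percent inhibition scaled to no-enzyme and uninhibited-enzyme controls, plate-pattern corrected / Detection: FITC-channel fluorescence of OMFP product / Medium: Bis-Tris buffer pH 6.0, 2.5 mM DTT, 0.005% Tween 20 / Schedule: 20 min at room temperature, dark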
# LMPTP block: LMPTP (human) inhibition; inhibition, % at 20 µM; 0.22% of 360,000 active; recombinant LMPTP-A, OMFP fluorogenic substrate, fluorescence intensity; P24666; AID 651560;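 active = compounds that cut the enzyme signal by at least half of the control window in the single-dose screen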;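 also: plate controls were DMSO wells with enzyme plus substrate for no effect and substrate without enzyme for full effect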
#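 Test system: LMPTP-A, protein tyrosine phosphatase of low molecular weight; Input: 0.625 nM enzyme; Incubation: 50 min dark incubation at room temperature; Signal: endpoint fluorescence intensity from OMFP dephosphorylation; Read-out basis: % inhibition versus control wells.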
# Rpn11 block: inhibitors of human proteasome Rpn11. calls only at 20 µM. human 26S proteasome, Ub4-pepOG fluorescence polarization; 20S core pre-blocked with epoxomicin. O00487. 0.59% of 360,000 active. AID 588493;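 active = inhibition at 20 µM, scaled to each plate's controls, above about 33%, limit read from the data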
# Target sequence (O00487 whole entry, looked up): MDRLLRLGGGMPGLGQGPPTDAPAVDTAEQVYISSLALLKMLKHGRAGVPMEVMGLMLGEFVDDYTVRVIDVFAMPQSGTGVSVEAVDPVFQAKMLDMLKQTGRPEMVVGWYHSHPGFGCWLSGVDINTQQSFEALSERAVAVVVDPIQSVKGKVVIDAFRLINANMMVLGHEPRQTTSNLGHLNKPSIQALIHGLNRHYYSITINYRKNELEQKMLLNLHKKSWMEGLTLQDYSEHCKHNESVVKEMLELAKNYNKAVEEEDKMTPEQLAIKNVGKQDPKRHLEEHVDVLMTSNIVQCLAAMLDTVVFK
# Tb MetRS inh: blocks T. brucei methionyl-tRNA synthetase activity. purified T. brucei MetRS, ATP depletion, Kinase-Glo luminescence. 0.4% of 360,000 active. inhibition, % at 11.9 µM. AID 624268;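 active = inhibition above a per-plate cutoff of the control wells' mean inhibition plus 3 SD, cut at about 5.5% in these data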;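 also: 0% = DMSO wells median and 100% = median of wells with control inhibitor compound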
#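 Material: T. brucei methionyl-tRNA synthetase, purified; reagent: substrates ATP, L-methionine and bulk Escherichia coli tRNA; dosing: 11.9 µM single point; timing: 15 min plus 2 h at 25 °C; detection: luminescence of leftover ATP; evaluation: % inhibition; control set: DMSO-only wells as low control; replicates: singlicate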
# Starred values were filed as active, the others as inactive; i = inactive; x = not tested or not shown; + = active, no number.
SMILES,Scp-1 inhibitor,NadD block,DNMT1 inh,MLLE-PAM2 inh,SUMO1 PPI mod,CSN deneddyl inh,STEP block,LMPTP block,Rpn11 block,Tb MetRS inh
CCOC(=O)CN1C(=O)C(O)(CC(=O)c2ccc3c(c2)CCCC3)c2ccccc21 (stereo not drawn),5,-6,2,1,2,1,-3,-1.5,i,-1.1
O=C(Nc1nc2c(Cl)cccc2s1)c1ccc([N+](=O)[O-])o1,-10,-1,3,1,-15,3,-1,1.5,i,-0.5
CC(NC(=O)c1cc(-c2ccncc2)nc2ccc(Cl)cc12)C1CCCO1 (stereo not drawn),-6,4,0,11,-17,3,0,-1.8,i,-0.3
NC(=O)CC(NC(=O)c1cccc(Br)c1)c1ccc(NC2CCCCCCC2)c([N+](=O)[O-])c1 (stereo not drawn),-11,-1,-11,15,-3,2,4,1.8,i,-0.1
Cc1ccc2c(c1)c(CC(=O)Nc1ccc(C)c(F)c1)c(C(=O)O)n2C,-7,1,-2,4,10,-3,1,-0.3,i,0.0
COc1cccc(C(=O)Cn2c(Br)nc3c2c(=O)n(C)c(=O)n3C)c1,-6,-8,1,2,-3,3,0,-0.8,i,-0.7
CCC1CN(C(=O)NCc2ccccc2)c2cc(C)ccc2O1 (stereo not drawn),-15,-5,1,6,3,2,0,1.1,i,-1.0
CCC1CCCCN1C(=O)CCCc1ccccc1 (stereo not drawn),3,1,-5,-3,1,-1,0,-2.5,i,-0.9
O=C(c1ccco1)N1CCc2ccccc21,15,-4,-5,-3,-2,8,1,-1.0,i,-0.1
C=CCSC1=NC(=O)/C(=C/c2cccs2)S1,-1,-2,5,20,-12,5,2,-0.5,i,-0.8
O=C(NN1C(=O)C2C3c4ccccc4C(c4ccccc43)C2C1=O)c1ccc(Cl)cc1 (stereo not drawn),-10,-6,-2,4,0,-11,-1,0.9,i,0.1
CCCC(C)NNC(=O)c1cc2ccccc2[nH]1 (stereo not drawn),-6,-2,3,-3,1,3,4,-4.0,i,0.5
CS(=O)(=O)c1cccc(S(=O)(=O)N2CCCCCC2)c1,4,2,0,0,2,4,-2,-1.2,i,-0.1
CC(=O)Cn1cnc2c(cnn2-c2ccc(C)c(C)c2)c1=O,-10,-4,0,1,4,0,-2,-1.0,i,0.2
Cc1cc(C)nc(NC(=O)c2cnc3sccn3c2=O)n1,-7,-1,1,-9,3,3,-1,-1.0,i,-0.2
O=C(C[n+]1ccc2ccccc2c1)c1ccc(NC(=O)c2ccccc2)cc1,3,1,-20,-4,-25,6,-1,1.6,i,-0.5
COc1cc(-c2nnc(SCC(=O)N3CCOCC3)o2)cc(OC)c1OC,-2,-9,1,-21,2,-1,-1,-0.3,i,-1.0
COc1cccc(C(=O)NCC(=O)N/N=C/c2c(C)[nH]c3ccccc23)c1,16,2,-2,4,4,0,0,0.8,i,0.5
O=C(c1ccccc1F)N1CCN(Cc2ccc3c(c2)OCO3)CC1,-6,4,-2,4,-2,-3,-1,-1.4,i,-1.3
O=C(c1cccs1)N1C[C@H](n2cc(C3CC3)nn2)[C@@H](O)C[C@@H]1c1ccccc1,x,-5,5,2,4,0,0,-1.0,i,-0.9
CC(C)CCn1c(Oc2ccc(Cl)cc2)nc2c1c(=O)n(C)c(=O)n2C,-5,0,2,-9,-1,2,2,1.6,i,-0.5
O=c1[nH]c(CN2CCN(Cc3ccc4c(c3)OCO4)CC2)nc2ccccc12,-2,-1,4,7,2,-9,-6,0.8,i,0.3
CCn1nnnc1SCC(=O)NC1CCCC1,-4,-1,0,0,1,0,-4,0.0,i,-0.9
C/C(=N\NC(=O)CN1CCOCC1)C(C)(C)C,-11,0,-6,8,0,2,0,-0.6,i,-0.5
Cn1c(=O)c(C(=O)CN2CCN(S(=O)(=O)c3ccccc3)CC2)c(N)n(Cc2ccccc2)c1=O,-5,4,10,-11,-9,-9,2,-1.2,i,-0.9
Cc1cc(NC(=O)C(C)SCC(=O)OCc2ccc(Cl)cc2Cl)no1 (stereo not drawn),-5,0,-2,-4,0,2,-3,0.3,i,-0.6
Cc1ccc(OCC(=O)Nn2cnc3ccccc32)cc1,5,2,1,6,4,-7,-5,-0.2,i,0.1
CCOC(=O)c1ccc(NC(=O)N2CCc3ccccc3C2)cc1,-13,-12,-3,-2,4,-3,-3,0.0,i,-0.6
COC(=O)C1=CN(c2cccc(OCc3ccccc3)c2)C(N)=C(C#N)C1c1ccc(-c2ccccc2)cc1 (stereo not drawn),x,x,x,x,-2,2,x,2.4,x,0.0
O=C(/C=C\c1ccccc1)Nc1nccs1,-8,-1,-3,1,-1,3,-1,-3.6,i,0.2
Cc1ccc(-c2cc(C(=O)Nc3cc(C)ccc3C)[nH]n2)c(O)c1,-11,-2,7,-6,2,-1,1,0.7,i,0.2
CCc1cccc(C)c1NC(=O)c1cc(C)oc1C,-2,-6,4,17,-2,-2,-8,-1.1,i,-0.7
CCCCNC(=O)c1sc(=S)n2c1[nH]c(=O)c1ccccc12,5,3,-2,28,3,2,3,-0.3,i,-0.5
S=C(NCc1ccccc1)C(=S)NCc1ccccc1,-19,-1,-6,-108,-8,1,8,1.5,i,-0.1
CC(C)OP(=O)(OC(C)C)C(Nc1ccccc1)c1ccc2c(c1)OCO2 (stereo not drawn),-8,1,-4,-10,-2,0,0,-0.4,i,0.3
Cc1cc(NC(=O)c2cc3ccccc3o2)cc(C)c1OCC(=O)N1CCOCC1,-5,3,-1,5,-1,-2,2,-1.2,i,-0.2
CCCc1cc(=O)[nH]c2nnc(SCC(=O)Nc3nnc(SCC)s3)n12,-1,0,2,2,9,3,2,-0.3,i,-0.3
O=C(CSc1ccc(-c2ccco2)nn1)NCc1ccc(F)cc1,-9,4,2,26,-2,-4,-3,0.6,i,-0.4
Cc1nc(Nc2ccccc2)sc1C(=O)c1ccc(F)cc1,-9,-5,0,-54,-9,6,4,2.9,i,-0.1
Cc1ccc2nc(-c3ccccc3)cc(C(=O)N3CCc4ccccc4C3)c2c1,5,3,-15,5,-2,4,16,4.4,i,-0.4

# Compound profiles, from the list above. Screens in order: Scp-1 inhibitor	NadD block	DNMT1 inh	MLLE-PAM2 inh	SUMO1 PPI mod	CSN deneddyl inh	STEP block	LMPTP block	Rpn11 block	Tb MetRS inh
# CC(C)OP(=O)(OC(C)C)C(Nc1ccccc1)c1ccc2c(c1)OCO2 (stereo not drawn) in the list: -8	1	-4	-10	-2	0	0	-0.4	i	0.3
# Cc1ccc(-c2cc(C(=O)Nc3cc(C)ccc3C)[nH]n2)c(O)c1 in the list: -11	-2	7	-6	2	-1	1	0.7	i	0.2
# Cc1cc(NC(=O)c2cc3ccccc3o2)cc(C)c1OCC(=O)N1CCOCC1 in the list: -5	3	-1	5	-1	-2	2	-1.2	i	-0.2
# CCCCNC(=O)c1sc(=S)n2c1[nH]c(=O)c1ccccc12 in the list: 5	3	-2	28	3	2	3	-0.3	i	-0.5
# S=C(NCc1ccccc1)C(=S)NCc1ccccc1 in the list: -19	-1	-6	-108	-8	1	8	1.5	i	-0.1

# Later entries
SMILES,Scp-1 inhibitor,NadD block,DNMT1 inh,MLLE-PAM2 inh,SUMO1 PPI mod,CSN deneddyl inh,STEP block,LMPTP block,Rpn11 block,Tb MetRS inh
O=C(Nc1c(C(=O)N2CCOCC2)cnn1-c1ccccc1)c1cccc(F)c1,-5,-9,3,-1,-1,3,-1,0.6,i,-0.3
O=C(NCc1ccccn1)c1ccc(-c2ccccc2)cc1,-6,-2,2,0,5,2,1,1.2,i,-0.1
Nc1ncnc2c1ncn2[C@@H]1O[C@H](C(=O)N2CCC(F)(F)CC2)[C@@H](O)[C@H]1O,x,3,-2,-4,-1,2,0,-1.1,i,0.5
COc1cccc(C(=O)NC2=NCCS2)c1OC,-4,2,-3,40*,5,4,-2,0.3,i,-0.3
N=C1C(c2nc(-c3ccc(Cl)cc3)cs2)=C(O)CN1NC(=O)c1ccc(O)cc1,-9,19,9,-33,12,8,2,14,i,-0.5
O=C(CCc1nc2ccccc2c(=O)[nH]1)Nc1nnc(SCc2ccccc2)s1,5,3,67*,-24,9,16,1,4.3,i,-0.2
C[C@H](CO)N1C[C@H](C)[C@@H](CN(C)C)Oc2c(NC(=O)CCC(F)(F)F)cccc2C1=O,-8,0,1,17,2,-4,1,-0.9,i,0.3
O=C(NCCCCNC(=O)c1c(Cl)cccc1Cl)c1c(Cl)cccc1Cl,-5,-6,0,11,2,1,-2,-1.7,i,-0.9
CCc1ccc(/C=C/c2c[nH]c3ccccc23)[n+](CC)c1,21,19,-4,-173,-24,1,-4,1.8,+,0.3
Cc1cc(C(=O)CSc2nnc(C3CC3)n2C2CC2)c(C)n1C(C)C,-1,3,3,9,-3,-1,-3,-0.1,i,-0.2
O=S(=O)(c1cccs1)N1CCN(c2ccccc2F)CC1,-8,-8,-2,11,13,-4,2,1.8,i,-1.0
O=C(NCC(F)(F)F)Nc1nnc(C(F)(F)F)s1,-5,-3,-2,3,-1,2,-5,-2.3,i,-0.4
O=S(=O)(NCCCCCNS(=O)(=O)c1ccccc1)c1ccccc1,-9,-2,1,-2,0,-9,0,-0.2,i,-1.8

# No enrichment for hits; any-hit rate near 3.6%.
